# Screening data as filed in PubChem.
# Vif-A3G inh – qHTS for Inhibitors of Vif-A3G Interactions: qHTS. DNA dC->dU-editing enzyme APOBEC-3G (Homo sapiens), Q9HC16. Potency, µM (titrated, usually from 46.1 µM), for inactives: at the top dose activity, negative = active, actives largely listed as inhibitors. HeLa A3G-eYFP + Vif (tagged APOBEC3G with the HIV-1 protein that degrades it), YFP fluorescence, overnight. 410,000 tested, 0.076% active;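 note: % is set by controls: 0 for no effect and ±100 for the full control effect; nearly all actives have a fitted effect of over 60% in size; hits raise eYFP signal because A3G escapes Vif-driven loss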
#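 HeLa cells stably expressing Vif and C-terminally eYFP-tagged A3G, seeded overnight at 37 deg C, then exposed to compound by pintool overnight at 37 deg C. Rise in yellow fluorescence (Ex 488/Em 500-530, Acumen) marks blocked Vif-driven A3G degradation.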
# TrxR1 inh – qHTS Assay for Inhibitors of Mammalian Selenoprotein Thioredoxin Reductase 1 (TrxR1): qHTS; Thioredoxin reductase 1, cytoplasmic (Rattus norvegicus), O89049; recombinant rTrxR1, NADPH fluorescence consumption, selenite substrate; Potency, µM (highest dose often 114 µM), inactives show top-dose activity change, negative = inhibition, actives largely listed as inhibitors; 390,000 tested, 1% active; AID 588453, 2011; note: % is set by controls: 0 for no effect and ±100 for the full control effect; nearly all actives have a fitted effect of over 65% in size
#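 Rat TrxR1 (90 nM in the dispensed reagent) was pre-reduced with 400 uM NADPH for 5 min at room temperature, then incubated with compound for 15 min. After 400 uM selenite was added, NADPH fluorescence (Ex 340/Em 450 nm) was followed for 8 min.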
# Vif-A3F inh – qHTS for Inhibitors of Vif-A3F Interactions: qHTS | HeLa A3F-eYFP + Vif (tagged APOBEC3F with the HIV-1 protein that degrades it), YFP fluorescence increase | Potency, µM (doses to about 46.1 µM), inactives show top-dose activity, negative = active | 390,000 tested, 0.2% active | AID 602313, 2012; note: % of control where 0% means no effect; nearly all actives have a fitted effect of over 65% in size
#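 HeLa cells stably expressing Vif plus C-terminally eYFP-tagged A3F were seeded, incubated overnight at 37 deg C, dosed with compound, incubated overnight again at 37 deg C. Yellow fluorescence (Ex 488/Em 500-530) reported blocked Vif-mediated A3F-eYFP degradation.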
# mIDH1 inhibitor – qHTS for Inhibitors of mutant isocitrate dehydrogenase 1 (IDH1): qHTS; Isocitrate dehydrogenase [NADP] cytoplasmic (Homo sapiens), O75874; IDH1-R132H enzyme, NADPH consumption, diaphorase/resazurin fluorescence; Potency, µM (doses to about 76.6 µM), without a hit: at the highest dose activity change, negative = inhibition, hits mostly inhibitors; 390,000 tested, 0.093% active; note: % is set by controls: 0 for no effect and ±100 for the full control effect; nearly all actives have a fitted effect of over 65% in size
# Target sequence (O75874 whole entry R132H, stated change not applied): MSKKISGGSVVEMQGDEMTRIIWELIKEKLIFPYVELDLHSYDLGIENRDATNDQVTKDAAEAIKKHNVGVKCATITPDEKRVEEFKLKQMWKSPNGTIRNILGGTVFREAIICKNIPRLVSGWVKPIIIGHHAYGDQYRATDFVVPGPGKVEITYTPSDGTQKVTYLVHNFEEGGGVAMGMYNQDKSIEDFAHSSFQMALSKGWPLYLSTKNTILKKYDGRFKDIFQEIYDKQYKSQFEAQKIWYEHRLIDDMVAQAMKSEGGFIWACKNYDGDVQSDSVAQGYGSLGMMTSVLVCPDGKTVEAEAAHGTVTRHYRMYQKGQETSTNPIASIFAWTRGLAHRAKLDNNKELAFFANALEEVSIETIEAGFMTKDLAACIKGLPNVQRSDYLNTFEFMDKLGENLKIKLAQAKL
#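 IDH1-R132H (0.5 ug/mL) preincubated 30 min with compound, then NADPH (0.016 mM) and alpha-KG (2 mM) added; 80 min at RT, pH 7.5. Remaining NADPH coupled via diaphorase/resazurin to fluorescence (540/590 nm); concentration-response curves normalized to no-enzyme control.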
# RXFP1 ag – qHTS Assay for Agonists of the Relaxin Receptor RXFP1; HEK293T-RXFP1 cAMP TR-FRET, 30 min; response scale: percent of porcine relaxin response, buffer zero; Potency, µM (doses to about 57.5 µM), for inactives: at the highest dose activation, most hits filed as activators; Relaxin receptor 1 (Homo sapiens), Q9HBX9; 370,000 tested, 0.3% active; AID 2676, 2010; note: % is set by controls: 0 for no effect and ±100 for the full control effect; nearly all actives have a fitted effect of over 60% in size; many of its hits are not listed in these tables
#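 HEK293 cells stably expressing RXFP1, treated 30 min at 37C with compounds plus PDE4 inhibitor Ro 20174; cAMP measured by HTRF TR-FRET. Normalized to buffer and 29 nM porcine relaxin; EC50 by Hill fit.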
# RGS4 inh – Inhibitors of Regulator of G Protein Signaling (RGS) 4: qHTS; Transcreener GDP fluorescence polarization, RGS4-accelerated GTP hydrolysis; 390,000 tested, 0.039% active; Potency, µM (top dose mostly 114 µM), for inactives: top-dose activity change, negative = inhibition, hits mostly inhibitors; note: % is set by controls: 0 for no effect and ±100 for the full control effect; nearly all actives have a fitted effect of over 75% in size; some results filed as inactive show a strong effect at the top dose
#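 MLSMR compounds (23 nl, pin-transferred) preincubated 10 min at room temperature with a 500nM (2x) first reagent, then RGS4 at 900nM (2x) plus Transcreener GDP mix added; fluorescence polarization (620/688 nm) read before and after 90 min at 30 °C.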
# 12-LOX inh – Primary qHTS assay for inhibitors of human arachidonate 12S-lipoxygenase (ALOX12): Round 2 | Potency, µM (highest dose often 108 µM), inactives show top-dose activity change, negative = inhibition, actives largely listed as inhibitors | purified 12hLO, xylenol orange hydroperoxide absorbance | 580,000 tested, 1.1% active | AID 1671190, 2021 | Polyunsaturated fatty acid lipoxygenase ALOX12 (Homo sapiens), P18054; note: % is set by controls: 0 for no effect and ±100 for the full control effect
# Target sequence (P18054 whole entry, looked up): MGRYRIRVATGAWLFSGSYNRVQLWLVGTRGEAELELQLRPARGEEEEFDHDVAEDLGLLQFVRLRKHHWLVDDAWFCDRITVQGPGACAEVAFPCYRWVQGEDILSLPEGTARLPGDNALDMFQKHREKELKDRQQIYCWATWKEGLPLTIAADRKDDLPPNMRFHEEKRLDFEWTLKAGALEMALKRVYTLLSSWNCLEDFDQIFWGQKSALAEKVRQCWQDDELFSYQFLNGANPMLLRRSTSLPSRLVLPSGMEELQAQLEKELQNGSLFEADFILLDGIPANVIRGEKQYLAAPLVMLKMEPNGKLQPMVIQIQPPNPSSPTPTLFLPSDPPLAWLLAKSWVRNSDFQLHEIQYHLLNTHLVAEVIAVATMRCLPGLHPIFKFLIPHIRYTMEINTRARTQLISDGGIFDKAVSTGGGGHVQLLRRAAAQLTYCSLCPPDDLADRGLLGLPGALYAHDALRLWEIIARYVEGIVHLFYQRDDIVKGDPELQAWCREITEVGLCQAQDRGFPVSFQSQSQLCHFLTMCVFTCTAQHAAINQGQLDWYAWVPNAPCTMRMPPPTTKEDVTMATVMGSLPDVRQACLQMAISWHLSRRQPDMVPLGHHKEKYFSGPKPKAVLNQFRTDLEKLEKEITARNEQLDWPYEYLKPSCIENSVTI
#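 Purified human 12hLO at 150 nM in 25 mM Hepes, 0.01% Triton X-100, pH 7.0, preincubated 15 min at room temperature with compound. Reaction started with 40 uM arachidonic acid, 30 min at room temperature. Hydroperoxide measured by Fe-xylenol orange, 573/405 nm absorbance ratio.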
# TrxR1 substrate – qHTS Assay for Substrates of Mammalian Selenoprotein Thioredoxin Reductase 1 (TrxR1): qHTS; 390,000 tested, 0.01% active; purified TrxR1 substrate turnover, NADPH consumption readout; Thioredoxin reductase 1, cytoplasmic (Rattus norvegicus), O89049; Potency, µM (titrated, usually from 114 µM), for inactives: top-dose activity change, negative = substrate turnover; note: % is set by controls: 0 for no effect and ±100 for the full control effect; nearly all actives have a fitted effect of over 50% in size
#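 Rat TrxR1, dispensed at 90 nM, was prereduced with 400 uM NADPH (final) for 5 min at ~22 deg C, then incubated with compound 15 min before 400 uM selenite. A first-read NADPH fluorescence drop versus no-compound background flagged substrates.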
# USP1-UAF1 inh – Inhibitors of USP1/UAF1: Primary Screen; Ubiquitin carboxyl-terminal hydrolase 1 (Homo sapiens), O94782; recombinant USP1/UAF1, Ub-Rhodamine cleavage fluorescence; Potency, µM (titrated, usually from 57.1 µM), inactives show top-dose activity change, negative = inhibition, usual class: inhibitors; 390,000 tested, 0.23% active; AID 743255, 2014; note: % is set by controls: 0 for no effect and ±100 for the full control effect; nearly all actives have a fitted effect of over 60% in size; inactives centre near -12
#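 USP1/UAF1 complex (1 nM) preincubated 15 min at room temperature with compound, then Ub-Rho substrate (150 nM final) added. Kinetic fluorescence at 480/540 nm over 6 reads at 60 s intervals; 50 mM HEPES pH 7.8, 0.5 mM EDTA, 0.1 mg/ml BSA, 1 mM TCEP, 0.01% Tween-20.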
# Numbers without * were called inactive; ? = inconclusive; . = not tested or not shown; & = joins results of further samples; [ ] = dose if it differs, or a comment. Calls come from the whole dose curve; as a rule, active = well fitted curve in the direction sought with a large enough effect; inconclusive = small, poorly fitted or top-dose-only effect, or another doubt; inactive = no such curve, though single readings can be large; an effect the other way counts as inactive or inconclusive. Potency is the fitted concentration of half-maximal effect. A portion of the library; count on the stated rates, not on these rows.
# Under each structure – Vif-A3G inh | TrxR1 inh | Vif-A3F inh | mIDH1 inhibitor | RXFP1 ag | RGS4 inh | 12-LOX inh | TrxR1 substrate | USP1-UAF1 inh
CCC(C)C(=O)Nc1nc(C)c(-c2csc(Nc3ccccc3OC)n2)s1 (stereo not drawn)
  -1% | -8% | 2% | 0% | -0.2% | -11% | ? | -4% | 13%
COc1ccc([N+](=O)[O-])cc1NC(=O)Cc1ccc(C)cc1
  1% | -11% | -2% | 3% | 0.8% | -31% | 27% | -7% | -11%
CCOC(=O)C1CCN(Cc2cnc(Oc3ccc(OC)cc3)s2)CC1
  0% | -9% | -6% | 9% | 2.7% | -15% | 0% | -2% | 2%
O=C1N(c2ccccc2)C2CS(=O)(=O)CC2N1c1ccc(Br)cc1 (stereo not drawn)
  0% | -10% | . | 6% | -0.8% | -3% | -9% | -5% | -9%
O=C(/C=C/c1ccc(Cl)cc1)N1CCN(c2ccccn2)CC1
  0% | 4% | -18% | -1% | 2.8% | 13% | 0% | -2% | 1%
COC(=O)CC(c1ccccc1F)N1Cc2ccccc2C1=O (stereo not drawn)
  8% | -24% | 11% | -8% | 4.2% | 28%[56.9 µM] | ? | -18% | -9%
C[C@@H]1C=C(C(=O)NCc2nc3ccccc3[nH]2)O[C@H](OCCCCO)C1
  -1% | 14% | 7% | 19% | . | ? | ? | 3%[57.1 µM] | 1%
CC1CCN(C(=O)C2CCC(=O)N(Cc3ccc(Cl)cc3)C2)CC1 (stereo not drawn)
  2% | 3% | -14% | 10% | -1.1% | 4% | -18% | 3% | -14%
O=[N+]([O-])c1cccc(-c2ccc(SCc3ccccn3)nn2)c1
  -4% | 26%[57.1 µM] | 13% | 8% | 3.8% | -19% | 0% | -15%[57.1 µM] | -16%
CCOC(=O)c1ccccc1Nc1cn(C(C)=O)c2ccccc12
  ? | ? | -8% | 5% | 3.4% | -29% | -1% | 7% | 1%
Cc1cccc(C)c1NC(=O)CSc1nnc(Cc2ccccc2)o1
  1% | 24%[57.1 µM] | -3% | 3% | 1.9% | 4% | 0% | 16%[57.1 µM] | -6%
N#Cc1ccccc1Cn1c(=O)n(-c2ccc(F)c(Cl)c2)c(=O)c2sccc21
  7% | 10% | -8% | -19% | 15% | 18% | -13% | -1% | -23%
Cn1c(CNc2ccc(Cl)cc2)nnc1SCCN1CCCCC1
  1% | 15%[57.1 µM] | 3% | -3% | 1.3% | -11%[11.4 µM] | -12% | -5%[57.1 µM] | -19%
COCCCn1c(SCC(=O)NCc2ccccc2)nc2c(sc3ccccc32)c1=O
  4% | 11%[57.1 µM] | 2% | -1% | ? | 11% | 7% | -3%[57.1 µM] | -10%
O=C(CN1C(=O)NC2(CCCC2)C1=O)NCCc1ccc(F)cc1
  1% | 6%[57.1 µM] | 1% | 0% | . | 8% | -2% | 1%[57.1 µM] | -5%
Cn1c(=O)[nH]c(=O)c2c1nc(Br)n2Cc1ccccc1Cl
  -10% | 11%[57.1 µM] | 6% | 11% | 1.9% | 0%[11.4 µM] | -13% | 6%[57.1 µM] | -4%
O=C(CNCC1CCCO1)N1CCN(S(=O)(=O)c2ccc3ccccc3c2)CC1 (stereo not drawn)
  0% | -17% | -6% | 5% | 2.5% | 10% | 0% | 0% | -15%
CCOC(=O)C1=C(c2ccccc2)NC(SCC(N)=O)=C(C#N)C1c1cccnc1 (stereo not drawn)
  0% | 6% | 1% | -2% | -0.8% | -39% | -7% | 1% | -28%
O=C(CCCn1c(=O)c2ccccc2n(CC(=O)N2CCN(c3ccccc3)CC2)c1=O)NCc1ccco1
  -3% | 8% | 7% | -5% | -1.6% | -6% | -7% | -5% | -3%
Cc1nn(C)c(C)c1NC(=O)COc1ccccc1C#N
  1% | 22% | -18% | -7% | . | -7% | -22% | 1% | -13%
CCCn1c(CCNC(=O)c2ccco2)nc2ccccc21
  -13% | 25% | 1% | -1% | 2.1% | 20% | -10% | 3% | -9%
COCCCN=CC1=C(O)CC(c2ccccc2)CC1=O (stereo not drawn)
  2% | 15% | 2% | 2% | 2.3% | -11% | 0% | 4% | -17%
Nc1cccc(Oc2ccc3c(c2)C(=O)NC3=O)c1
  -1% | -1% | -5% | -1% | -0.5% | -19% | 3% | -9% | -13%
CCCCCCSc1cc(-c2nc3cc(C)ccn3c2NC2CCCCC2)ccc1OC
  -18% | 48% | -15% | -7% | 7.2% | 2% | -17% | 36% | ?
CC(C)(C)c1ccc(NC(=O)COC(=O)C2=COCCO2)cc1
  -5% | 7%[57.1 µM] | 6% | 7% | 2.5% | -10% | 10% | 17%[57.1 µM] | -23%
CCOC(=O)c1cc(-c2ccccc2)n(-c2cccc(C(=O)N(CC)c3ccccc3)c2)c1C
  -14% | 13%[57.1 µM] | 10% | -1% | 0.3% | -7% | ? | -4%[57.1 µM] | -34%
CCN(CC)S(=O)(=O)c1ccc2oc(SCC(=O)NCc3ccccc3)nc2c1
  1% | 8% | 0% | 3% | 1.7% | -28% | -16% | -8% | -22%
O=C(COc1ccc(S(=O)(=O)N2CCOCC2)cc1Cl)N1CCCC1
  -4% | -5%[57.1 µM] | 3% | -1% | 3.9% | 0% | 0% | -1%[57.1 µM] | -4%
O=[N+]([O-])c1ccc(-c2nnc(-c3ccccc3)c(N3CCOCC3)n2)cc1
  4% | 9% | -1% | 2% | 4.6% | -6% | 63%[activator] | 1% | -17%
O=C(COC(=O)COc1cccc(F)c1)NCC1CCCCC1
  3% | -1% | 0% | -11% | . | -8% | -8% | -3% | 3%
C#CCOc1ccc(/C=N/NC(=O)c2cccnc2)cc1OCC
  -10% | 13%[11.4 µM] | 16% | -3% | -1.3% | -3% | 15% | 4%[11.4 µM] | -21%
Cc1cccc(N2CCN(C(=O)c3cc4c(=O)[nH]c5ccc(C)cc5c4s3)CC2C)c1 (stereo not drawn)
  0% | 1% | -1% | 1% | -0.6% | 24% | -4% | -7% | 6%
CSc1nc(-c2ccccc2)nc(SC)c1C(C)=O
  -1% | -1%[11.4 µM] | -1% | 6% | 2.1% | 0% | 2% | 8%[11.4 µM] | ?
CCOc1ccc2nc(N(Cc3cccnc3)C(=O)c3ccc4c(c3)OCCO4)sc2c1
  5% | 27%[57.1 µM] | -3% | -9% | -0.5% | 25% | -12% | 14%[57.1 µM] | ?
COCCn1c(-c2cccc(Br)c2)nc2c(c(=O)c3ccccc3n2C)c1=O
  5% | 33% | 3% | -5% | 3.9% | 17% | 0% | 3% | -10%
Cc1ccccc1Cn1ccc(NC(=O)c2nn3cccnc3c2Cl)n1
  4% | 17% | 6% | 0% | 2.6% | -2% | 0% | 0% | -19%
CCCC(=O)n1nc(-c2cccnc2)nc1NCc1ccccc1
  0%&0% | 13%&23% | -5%&-12% | -4%&20% | 3.8%&-1.4% | -26%&-3% | -15%&-25% | -3%&2% | -10%&-20%
O=C(O)/C=C/C(=O)Nc1ccc(OCc2ccccc2)cc1
  -5% | 34%[11.4 µM] | 1% | -1% | -0.7% | -52% | 70%[activator] | -19%[11.4 µM] | -8%
CC(C)CCNC(=O)c1cc(Sc2ccc(F)cc2F)nc2ccccc12
  3% | -6%[57.1 µM] | 5% | 0% | 17% | -2% | -18% | -10%[57.1 µM] | 1%
CN1CCN(C(=S)SCC(=O)Nc2nc(-c3ccccc3)c(-c3ccccc3)o2)CC1
  -4% | 1% | 0% | -2% | 1.5% | -22% | 14% | 11% | -22%
CC(=O)c1ccc(NC(=O)N2C3CCC2CC(O)(c2cccnc2)C3)cc1 (stereo not drawn)
  2% | -17% | -1% | 6% | 0.7% | 24% | -10% | -12% | -7%
COC(=O)c1ccc(CNC(=O)COC(=O)C2CC3C=CC2C3)cc1 (stereo not drawn)
  -4% | 17%[11.4 µM] | 6% | 4% | 2.6% | 0% | 1% | 10%[57.1 µM] | -11%
CCN(Cc1ccccc1)C(=O)c1oc2ccc(S(=O)(=O)N3CCOCC3)cc2c1C
  3% | 20%[57.1 µM] | -11% | 5% | 3.3% | 0%[56.9 µM] | 3% | 7%[57.1 µM] | -26%

# Sorted by value in TrxR1 substrate (lowest first): some entries from above.
Molecule	TrxR1 substrate
O=C1N(c2ccccc2)C2CS(=O)(=O)CC2N1c1ccc(Br)cc1 (stereo not drawn)	-5%
O=C(/C=C/c1ccc(Cl)cc1)N1CCN(c2ccccn2)CC1	-2%
Cc1ccccc1Cn1ccc(NC(=O)c2nn3cccnc3c2Cl)n1	0%
